PME-1 primary: PME-1 (human) inhibition; recombinant PME-1, FP-Rh probe fluorescence polarization; hit rate 0.53% among 320,000; inhibition, % at 5.9 µM; AID 2130; Q9Y570;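 active = inhibition above the campaign mean of all compounds plus 3 SD, cut at about 26% in these data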;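 note: competitive labeling of PME-1 active site by serine hydrolase directed probe; 0% = PME-1 with DMSO and 100% = wells lacking PME-1 enzyme; inhibitors block probe labeling so polarization falls and inhibition rises; many of its hits are not listed in these tables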
Efflux pump mplx: antifungal efflux pump inhibition, Nile Red retention; AID 485275; hit rate 0.44% among 330,000; S. cerevisiae Candida pump triplex; inhibition, % at 10 µM;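 active = plate passing quality check with inhibition over a set limit, or well fluorescence over plate mean plus 4 SD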;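 note: Nile Red retained in pooled yeast measured as flow cytometry median fluorescence; 0% = buffer negative control and 100% = Enniatin B positive control; higher means more Nile Red kept so more efflux inhibition; some compounds called inactive have numbers as strong as hits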
MCL1 BIM primary: disrupts human MCL1 binding to BIM-BH3 peptide; GST-MCL1 / FITC-Bim-BH3 fluorescence polarization; hit rate 0.68% among 320,000; AID 2057; Q07820; inhibition, % at 10.9 µM;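 active = inhibition above the mean inhibition of all tested compounds plus 3 SD, set per campaign, cut at about 40% in these data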;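 note: 0% = DMSO wells and 100% = unlabeled Bim-BH3 peptide control; higher means more loss of mP so more displacement of Bim peptide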
Target sequence (Q07820 whole entry, looked up): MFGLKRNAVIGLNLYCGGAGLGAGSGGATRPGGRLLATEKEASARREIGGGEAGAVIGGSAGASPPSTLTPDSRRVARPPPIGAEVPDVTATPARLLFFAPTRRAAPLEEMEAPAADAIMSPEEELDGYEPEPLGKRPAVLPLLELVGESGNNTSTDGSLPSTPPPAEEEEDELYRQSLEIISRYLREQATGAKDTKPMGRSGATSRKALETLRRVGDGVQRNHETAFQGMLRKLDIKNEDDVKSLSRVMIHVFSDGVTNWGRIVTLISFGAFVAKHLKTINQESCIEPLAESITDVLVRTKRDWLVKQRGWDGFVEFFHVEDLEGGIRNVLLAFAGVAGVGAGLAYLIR
GRK2 inh: inhibitors of human GRK2 displacing RNA aptamer; P25098; bead flow cytometry, FAM-aptamer displacement from GRK2; inhibition of aptamer binding, % at 10 µM; hit rate 0.59% among 330,000; AID 488847;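 active = inhibition of aptamer binding above 40%, roughly 3 SD of noise, on plates passing a quality check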;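 note: median bead fluorescence of bound FAM aptamer so fluorescent compounds give negative values; no value below 0 was filed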
MEX-5 binding: C. elegans MEX-5 TCR-2 RNA binding activity. hit rate 0.38% among 300,000. MEX-5/FITC-TCR2 RNA binding, fluorescence polarization; hits give low values. activity score (negative = inhibition of binding), % at 10 µM. Q9XUB2;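 active = inhibition past about -25% in most replicates, and total fluorescence under double the plate's negative control median, limit read from the data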;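 note: 0% = DMSO and -100% = 5 µM competing unlabeled TCR2 RNA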
Target sequence (Q9XUB2 whole entry, looked up): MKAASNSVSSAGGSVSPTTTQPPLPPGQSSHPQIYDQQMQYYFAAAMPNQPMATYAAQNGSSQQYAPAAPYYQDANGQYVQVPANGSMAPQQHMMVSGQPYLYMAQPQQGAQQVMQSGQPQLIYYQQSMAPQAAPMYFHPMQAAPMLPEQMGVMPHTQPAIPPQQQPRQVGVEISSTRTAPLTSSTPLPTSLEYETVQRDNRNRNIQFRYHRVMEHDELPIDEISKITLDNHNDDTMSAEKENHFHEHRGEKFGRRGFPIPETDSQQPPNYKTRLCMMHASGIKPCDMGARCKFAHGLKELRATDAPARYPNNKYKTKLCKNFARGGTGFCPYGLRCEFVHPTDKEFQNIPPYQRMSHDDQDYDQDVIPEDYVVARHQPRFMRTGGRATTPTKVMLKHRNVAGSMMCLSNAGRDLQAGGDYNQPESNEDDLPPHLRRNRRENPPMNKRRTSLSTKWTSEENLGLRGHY
GLD-1 RNA inh: GLD-1-TGE RNA interaction inhibition (C. elegans); Q17339; purified GLD-1 + fluorescein TGE RNA, fluorescence polarization; inhibition, % at 5.96 µM; hit rate 0.44% among 320,000; AID 2280;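 active = percent inhibition above a per-plate cutoff, the plate mean of test compounds plus 3 SD, cut at about 30% in these data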;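 note: 0% = DMSO wells with GLD-1 and probe and 100% = wells lacking GLD-1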
Bcl-xL primary: blocks human Bcl-xL binding to Bim BH3 peptide; hit rate 0.7% among 320,000; Q07817; AID 2129; inhibition, % at 10.9 µM; GST-Bcl-xL / FITC-Bim BH3 peptide fluorescence polarization;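 active = inhibition above the mean of all tested compounds plus 3 SD, cutoff set per campaign, cut at about 30% in these data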;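 note: 0% = DMSO wells and 100% = unlabeled Bim-BH3 peptide competitor; inhibitors lower millipolarization by displacing the labeled peptide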
Target sequence (Q07817 whole entry, looked up): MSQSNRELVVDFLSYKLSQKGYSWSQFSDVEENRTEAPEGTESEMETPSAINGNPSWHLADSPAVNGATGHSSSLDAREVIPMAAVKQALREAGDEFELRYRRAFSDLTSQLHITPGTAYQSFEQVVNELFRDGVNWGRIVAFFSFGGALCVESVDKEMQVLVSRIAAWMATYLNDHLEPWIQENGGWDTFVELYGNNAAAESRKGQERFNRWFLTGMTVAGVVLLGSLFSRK
Fam108B inh: counter-screen for RBBP9 inhibitors: inhibitors of mouse Fam108B; recombinant Fam108B, FP-Rh probe fluorescence polarization; inhibition, % at 9.51 µM; hit rate 0.33% among 300,000; AID 1947;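 active = inhibition above the screen mean inhibition plus 3 SD, computed separately per campaign, cut at about 18% in these data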;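 note: inhibitors lower polarization as less probe binds the enzyme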
VLA-4 inh: inhibition in a human VLA-4 binding assay | hit rate 0.2% among 330,000 | inhibition, % (about 7 µM as worked out from the volumes in the protocol) | P13612 | VLA-4 expressing cells, ligand binding flow cytometry; in the data active = inhibition above about 50%
* = called active by the depositor; . = no result given. A portion of the library; rates above refer to the full screens.

Second line of a record – PME-1 primary	Efflux pump mplx	MCL1 BIM primary	GRK2 inh	MEX-5 binding	GLD-1 RNA inh	Bcl-xL primary	Fam108B inh	VLA-4 inh
C=CCN(CC(=O)NC1CC1)S(=O)(=O)c1cccc(C(F)(F)F)c1
    .	0.2	.	0	.	-1	.	.	6
CN1CCN(c2ccccc2NC(=O)c2ccc3c(c2)OCCO3)CC1
    6	0.0	-1	0	-0.1	-6	-2	0	-1
Cc1c(S(=O)(=O)NC2CCCCC2)c(=O)n(C)c(=O)n1C
    -5	0.4	-6	11	0.6	5	-3	-5	14
N#Cc1nc(Cc2cccc3ccccc23)oc1NCC1CCCO1 (stereo not given)
    -1	0.1	0	1	-0.8	5	7	-4	-11
O=C(Cn1ncnn1)OCc1ccccc1Cl
    0	-0.1	2	0	-3.5	0	1	-2	7
O=C1CCC([N+](=O)[O-])C(c2ccc(-c3ccccc3)cc2)N1 (stereo not given)
    7	0.0	3	0	-0.6	-1	5	3	-2
C/C(=N\NC(=O)c1ccc(Br)cc1)C1C(=O)c2ccccc2C1=O
    10	-0.1	10	4	3.0	6	9	16	19
Cc1cccc(N(C(=O)Cn2nnc3ccccc32)C(C(=O)NC(C)(C)C)c2ccsc2)c1 (stereo not given)
    -1	0.1	8	27	-1.7	-4	3	1	3
S=c1[nH]nc(-c2c[nH]c3ccccc23)o1
    3	-0.2	-11	0	0.6	2	-37	-4	3
COCCN(CCOC)c1ncnc2c1cnn2-c1ccccc1
    3	-0.1	-3	6	0.9	2	-1	0	26
Cc1ccc(NCCC(=O)c2ccc(Cl)cc2)cc1C
    0	-0.2	5	1	-0.4	5	5	-3	-3
CCCC[C@@H]1C=C(C(=O)O)[C@H](c2ccc(C)cc2)N1S(=O)(=O)c1ccc(C)cc1
    .	0.2	.	0	.	0	.	.	53*
Oc1oc(-c2ccccc2)nc1C=Nc1ccccc1
    7	-0.1	10	0	0.4	1	3	1	26
O=C(NC1=NCCS1)C1CCN(S(=O)(=O)c2cc([N+](=O)[O-])ccc2Cl)CC1
    .	0.1	.	26	.	-2	.	.	8
Cc1n[nH]c(=O)nc1Nc1ccc(O)cc1
    1	-0.1	2	29	-1.2	7	4	-2	8
Cc1cc(OCC(=O)Nc2ccccc2N2CCCC2)ccc1C(C)C
    -14	-0.1	-6	0	0.9	5	3	-3	-23
Cc1cc(C)cc(-n2c(C)cc(/C=N/NC(=O)CSc3ncccn3)c2C)c1
    6	0.1	2	0	2.3	2	-2	0	0
CSc1ccccc1-c1nnc(NC(=O)Cc2ccccc2)o1
    1	-0.1	-2	2	1.6	12	2	0	12
CCOC(=O)CC[C@H](NC(=O)Cn1cnc2c(OCc3ccccc3)ncnc21)C(=O)OCC
    .	0.2	.	5	.	4	.	.	26
CCN(CC)CCCNC(=O)N[C@@H](Cc1ccccc1)C(=O)O
    -1	-0.1	9	0	2.2	8	9	-5	1
CN(C(=O)COC(=O)c1cc2ccccc2oc1=O)C1CCCCC1
    .	0.1	.	3	.	7	.	.	8
CCOC(=O)c1oc2ccccc2c1NC(=O)c1ccc2c(c1)OCO2
    -2	0.0	0	0	0.2	9	1	-2	1
COC(=O)c1ccc(CN2CCCC(C(=O)Nc3ccc(-c4ccn[nH]4)cc3)C2)cc1 (stereo not given)
    -5	0.0	-6	1	-3.6	3	4	-1	4
COc1ccc(CCNC(=O)Cn2cnc3sc(C)c(-c4ccc(F)cc4)c3c2=O)cc1OC
    3	0.2	4	0	2.2	-1	4	-2	12
CCOc1ccc(S(=O)(=O)Nc2ccc(C(=O)NCC3CCCO3)cc2)cc1 (stereo not given)
    2	1.1	-1	1	-1.1	0	1	3	-11
O=c1c2ccccc2nnn1Cc1ccc2ccccc2c1
    -5	0.0	3	0	-2.1	7	6	-5	-6
CCCC(=O)Nc1ccc(N2CCOCC2)cc1
    4	0.1	4	0	-1.4	2	12	5	2
O=C(c1ccco1)N1CCC(c2nc(-c3ccccc3Cl)no2)CC1
    4	-0.1	2	0	-2.0	-2	4	5	2
COc1nc(Cl)cn(-c2ccc(C)cc2)c1=O
    3	0.1	0	0	0.0	5	6	-1	-16
COc1ccc2nc(C)cc(NCc3cccc(C(F)(F)F)c3)c2c1
    -5	0.1	7	0	0.6	-1	1	-3	-3
Cc1c(-c2ccc(F)cc2)nc(N)c(C#N)c1-c1cccnc1
    4	-0.1	3	0	0.6	4	3	0	-1
CCC(=O)Nc1ccc(NC(=O)c2ccccn2)cn1
    2	0.1	3	0	-0.8	5	3	1	7
CCOC(=O)C1=C(N)OC2=C(C(=O)CC(C)(C)C2)C1c1cccs1 (stereo not given)
    9	-0.1	6	0	-3.0	-1	6	5	-1
CCN(CC)CCNC(=O)c1ccc(NC(=O)c2cn(-c3ccc(F)cc3)nc2-c2cccc(OC)c2)cc1
    -19	0.3	-12	0	-4.2	-1	2	-19	7
C/C(=N\Nc1nc2c(s1)CCCC2)c1ccc(Cl)cc1
    14	-0.4	5	0	-3.5	1	8	1	-7
Cc1cccc(C(=O)Nc2ccc(N3CCN(c4ccc(C(F)(F)F)cn4)CC3)nc2)c1
    -2	0.1	-1	4	-0.2	-1	2	0	9
CC1CC[C@@]2(OC1)O[C@H]1CC3[C@@H]4C[C@@H](O)[C@@]5(O)C[C@@H](O)[C@H](O)C[C@]5(C)[C@H]4CC[C@]3(C)[C@H]1[C@@H]2C (stereo not given in full)
    2	-0.2	6	0	-0.2	1	3	-3	-5
CC(C)c1[nH]nc2c1C(c1ccco1)C(C#N)=C(N)O2 (stereo not given)
    3	0.0	1	0	-1.6	4	7	-5	10
O=C(c1ccc(Cn2c(=S)[nH]c3ccc(N4CCOCC4)cc3c2=O)cc1)N1CCN(c2ccc(F)cc2)CC1
    10	-0.1	4	4	0.1	5	0	8	-7
CSCC[C@H](NC(=O)c1cc([N+](=O)[O-])ccc1Cl)c1nc2ccccc2[nH]1
    2	0.1	8	4	5.3	6	9	6	-1
COc1ccc(N(CC(=O)N2CCN(Cc3ccccc3)CC2)S(C)(=O)=O)c(OC)c1
    9	0.0	10	0	-1.6	1	3	8	3
CCCC(C)NC(=S)Nc1cc(C)cc(C)c1 (stereo not given)
    3	0.0	6	0	0.8	2	9	-2	5
N#Cc1cnn2cc(CCN3CCOCC3)c(-c3ccc(F)cc3)nc12
    3	0.0	9	1	-0.3	1	7	-1	1
O=C(N/N=C/c1cc([N+](=O)[O-])ccc1O)C(O)(c1ccccc1)c1ccccc1
    -4	0.7	7	4	0.4	-1	-2	5	5
N#CC1CCCc2c1[nH]c1ccc([N+](=O)[O-])cc21 (stereo not given)
    0	0.0	0	0	-0.2	-5	-5	0	-8
Cc1c(NC(=O)Nc2ccc(C#N)cc2)c(=O)n(-c2ccccc2)n1C
    0	-0.2	6	0	0.4	4	8	2	-1
O=C1Nc2ccc(Br)cc2C1Cc1ccccc1F (stereo not given)
    0	0.0	12	3	1.6	11	2	0	18
c1ccc(C2c3[nH]c4ccccc4c3CCN2Cc2cccn2-c2ccccn2)nc1 (stereo not given)
    -6	0.0	10	1	-1.8	4	9	-1	21
O=C(O)C(Cc1cc2ccccc2[nH]1)N1C(=O)C2CC=C(Cl)CC2C1=O (stereo not given)
    -2	0.0	0	0	-1.7	12	3	-1	17
Nc1ncn(C2O[C@H](CO)[C@@H](O)[C@H]2O)c(=O)n1 (stereo not given in full)
    -3	0.0	4	1	.	-3	0	0	42

Additional structures follow:
Second line of a record – PME-1 primary	Efflux pump mplx	MCL1 BIM primary	GRK2 inh	MEX-5 binding	GLD-1 RNA inh	Bcl-xL primary	Fam108B inh	VLA-4 inh
CCCCN(C(=O)c1cc(CC)c(C)s1)c1c(N)n(CCC)c(=O)[nH]c1=O
    0	-0.4	-11	2	0.8	3	1	1	-21
Cn1c(-c2ccsc2)c(-c2cccs2)c2cc(-c3ccc4[nH]ccc4c3)ccc21
    -1	0.0	-10	0	.	-10	-1	.	30
O=C(Nc1ccc2nc(-c3cccs3)[nH]c2c1)c1cccs1
    2	-0.1	8	0	-5.5	4	11	-2	-7
CC1=[N+]([O-])C(C)(C)CC(C)(C)c2ccccc21
    4	-0.1	2	0	-0.8	6	0	-4	1
CC(Oc1ccc(Cl)cc1)C(=O)NCC1CCCO1 (stereo not given)
    -6	-0.1	4	0	-2.5	4	8	-5	-19
CCCCn1c(N)c(N(CC)C(=O)c2ccc3c(c2)S(=O)(=O)c2ccccc2C3=O)c(=O)[nH]c1=O
    0	0.7	-20	2	0.1	-5	-12	3	6
O=C(CSc1ncnc2c1cnn2-c1cccc(Cl)c1)NCC1CCCO1 (stereo not given)
    1	0.0	2	0	0.0	11	4	-6	-6
COc1cccc(Cn2cc(N)cn2)c1
    -8	-0.2	0	0	-3.1	2	0	3	-1
c1ccc(-c2ccccc2OCc2nnc3n2CCC3)cc1
    0	-0.1	3	0	0.0	-3	9	2	9
OCC1(Cc2ccccc2)CCCN(Cc2c[nH]c3ccccc23)C1 (stereo not given)
    6	-0.1	3	1	0.3	-5	7	0	0
CC1CN(S(=O)(=O)c2cccc(C(=O)OCC(=O)N3CCCCCC3)c2)CC(C)O1 (stereo not given)
    .	0.1	.	0	.	3	.	.	15
COC(=O)c1ccc(Nc2cc(C)nc3ccccc23)cc1
    -4	0.3	5	1	-1.7	-4	5	3	-4
CCOC(=O)c1c2c(c(=S)n(-c3ccccc3)c1N)CCC2
    4	0.4	6	4	-0.3	11	7	6	12
CC(NC(=O)C(c1ccccc1)c1ccccc1)C(=O)N1CCCCC1 (stereo not given)
    0	-0.1	10	2	1.3	4	1	3	16
CC1Cc2nc(SCC(=O)Nc3ccc(F)cc3)n(C)c(=O)c2S1 (stereo not given)
    -1	0.2	-1	1	.	-2	2	3	1
Fc1ccc(-n2nnc(-c3nccs3)n2)cc1
    6	-0.1	-1	0	0.0	1	2	0	8
CC(C)N1C(=O)CSC1c1ccc(Br)cc1 (stereo not given)
    1	-0.5	10	1	2.1	3	5	-3	-1
CCOC(=O)c1ccccc1NC(=O)CSc1nnc(Cc2cccn2C)n1-c1ccc(F)cc1
    -2	0.1	-1	2	3.7	0	0	-3	5
Cc1cc(C)c(S(=O)(=O)N2CCOC2CNC(=O)C(=O)NCCc2ccc(S(N)(=O)=O)cc2)c(C)c1 (stereo not given)
    -6	-0.1	9	0	0.6	1	1	-5	-7
O=S(=O)(c1ccc(Br)cc1)N1CCCN(Cc2cccc(F)c2)CC1
    -1	0.1	13	0	0.5	4	2	-1	-15
CC(C)(C)OC(=O)NC1CONC1=O (stereo not given)
    4	0.2	3	0	0.8	-1	7	4	-8
CCOCCCNC(=O)COc1ccc(OC)cc1
    0	-0.1	3	5	0.5	-2	1	-1	1
COc1ccc2c(c1OC)C(=O)N1C2SC[C@H]1C(=O)NC1CCCCC1 (stereo not given in full)
    2	-0.3	-2	2	4.4	-4	0	-2	10
O=C(COC(=O)C1(c2ccccc2F)CCCC1)NCc1ccc2c(c1)OCO2
    0	0.3	-4	1	-1.8	8	2	-2	5
O=C(N/N=C/c1ccc(-c2ccccc2Cl)o1)c1ccccc1
    -19	-0.1	-3	0	0.8	5	4	-18	9

Screening data as filed in PubChem BioAssay.
